Source: PubChem (several laboratories)
cardiac RTF act: increases calcium sensitivity of human cardiac regulated thin filaments. activation, % at 7.2 µM. P19429+P45379. 0.24% of 340,000 active. IANBD-labeled TnC RTF fluorescence at EC20 calcium; 0% EC20 calcium, 100% full calcium;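 active = activation above the mean over all tested compounds plus 3 SD, cut at about 30% in these data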;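 also: rise in fluorescence read as greater calcium sensitivity of cardiac thin filaments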
DSG3 Ab inh: blocks pemphigus antibody binding to human desmoglein-3. 0.48% of 310,000 active. binding (percent of control), % at 10 µM. DSG3-coupled beads, scFv-anti-DSG3-GFP binding, flow cytometry; stronger effect = lower value;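 active = binding more than 3 SD below its plate's average and above zero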;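 also: hits lower antibody fragment binding to DSG3; some compounds called inactive have numbers as strong as hits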
V-ATPase pHluor: yeast V-ATPase proton transport regulation by pHLuorin; S. cerevisiae, pHLuorin cytosolic pH fluorescence; response, % at 10 µM; 0.37% of 350,000 active; in the data active = response mostly above about 7.3%, no sharp cut-off; inactive = mostly below about 5.4%; also: actives read high; inactives centre near 0; some compounds called inactive have numbers as strong as hits; reference of the scale not given here
Wnt act: activates Wnt/beta-catenin signaling in a reporter cell assay. activator, plate reader. activation, % at 9.35 µM. 1.2% of 300,000 active; in the data active = activation above about 30%, passing the limit was not always enough;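 also: 0% = neutral control wells and 100% = positive control wells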
MOR-DOR ag: OPRM1-OPRD1 heterodimerization agonism | 0.3% of 340,000 active | P35372+P41143 | AID 504326 | cells, luminescence | activation, % at 9.3 µM; in the data active = activation above about 18%;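 also: 0% = vehicle-treated cells and 100% = reference agonist; values of inactives mirror those of a sister screen read the other way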
Target sequence (P35372 whole entry, looked up): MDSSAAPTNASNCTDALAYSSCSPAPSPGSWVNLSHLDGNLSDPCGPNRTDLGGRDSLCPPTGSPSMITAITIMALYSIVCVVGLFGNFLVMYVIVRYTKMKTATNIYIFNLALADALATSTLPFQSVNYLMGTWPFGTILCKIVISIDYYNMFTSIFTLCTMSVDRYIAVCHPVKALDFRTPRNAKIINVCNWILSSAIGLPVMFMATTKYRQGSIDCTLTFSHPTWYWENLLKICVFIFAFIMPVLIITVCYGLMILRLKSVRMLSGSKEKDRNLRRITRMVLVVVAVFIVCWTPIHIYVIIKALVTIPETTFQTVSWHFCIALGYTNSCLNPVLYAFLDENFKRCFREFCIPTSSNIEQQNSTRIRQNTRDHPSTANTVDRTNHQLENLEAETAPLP
Target sequence (P41143 whole entry, looked up): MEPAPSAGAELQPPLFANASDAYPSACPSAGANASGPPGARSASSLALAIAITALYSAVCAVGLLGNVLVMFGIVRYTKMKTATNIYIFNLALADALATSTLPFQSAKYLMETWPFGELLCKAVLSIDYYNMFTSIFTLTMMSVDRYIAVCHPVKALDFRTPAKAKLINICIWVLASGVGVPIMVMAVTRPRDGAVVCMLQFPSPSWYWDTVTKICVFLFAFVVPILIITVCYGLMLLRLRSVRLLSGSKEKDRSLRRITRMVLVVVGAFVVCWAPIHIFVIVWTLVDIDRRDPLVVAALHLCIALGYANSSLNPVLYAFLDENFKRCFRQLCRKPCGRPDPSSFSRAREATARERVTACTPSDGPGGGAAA
Keap1-Nrf2 PPI: inhibitors of human Keap1-Nrf2 protein-protein interaction; Keap1 Kelch-Nrf2 peptide fluorescence polarization, 1536-well; 0.15% of 340,000 active; inhibition, % at 9.4 µM; Q14145; in the data active = inhibition above about 12%;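 also: human Keap1 Kelch domain with fluorescein labeled Nrf2 9mer peptide probe; 0% = neutral control wells and 100% = peptide positive control; higher means more block of Keap1 binding to Nrf2 peptide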
OPRM1-OPRD1 inv: mu-delta opioid heterodimer inverse agonism | 0.21% of 340,000 active | AID 504357 | P35372+P41143 | inhibition, % at 9.3 µM | cell-based MOR-DOR heterodimer luminescence; in the data active = inhibition above about 22%, passing the limit was not always enough;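 also: 0% = cells with DMSO and 100% = wells without cells with DMSO; values of inactives mirror those of a sister screen read the other way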
RTF Ca sens inh: cardiac RTF calcium desensitization | P19429+P45379 | IANBD-labeled cardiac RTF, Ca2+ fluorescence | inhibition, % at 7.15 µM | 0.12% of 340,000 active;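 active = inhibition above the mean inhibition of all tested compounds plus 3 SD, cut at about 17% in these data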;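 also: assay run at fixed EC70 calcium of 1.6 mM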
Arr AP2 block: human beta-arrestin and AP2 interaction inhibition | FITC-arrestin peptide / GST-AP2 beads, flow cytometry; AP2 beta2 appendage carries R879A mutation | 0.31% of 340,000 active | inhibition, % at 10 µM | AID 504490;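 active = inhibition above a set limit, near 3 SD of compounds lacking own fluorescence, cut at about 54% in these data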;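 also: plate controls were DMSO wells for no effect and 5 µM unlabelled arrestin peptide for full effect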
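Measured by: flow cytometry, FL1 (488/535 nm); Material: AP2 appendage R879A on GSH beads; Evaluation: percent response; Timing: pre-incubation 12 min, peptide binding 1 h, room temperature; Also added: 50 nM FITC-arrestin peptide; Medium: PBS with 0.05% Tween 20 and 0.1% BSA.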
LANA DNA inh: blocks KSHV LANA C-terminal domain binding to DNA. 0.078% of 340,000 active. MBP-C-LANA/FAM-LBS DNA binding, fluorescence polarization. inhibition, % at 9 µM;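 active = highest replicate inhibition at or above 60% at 9 µM, even if other replicates fall short; inactive = all replicates below 60% inhibition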;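 also: 0% = neutral control wells and 100% = 4 µM acridine orange control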
Active calls of the source: *.

Results for COc1ccc(/C=C/C(=O)OCC(=O)NC2CCCC(C)C2C)cc1S(=O)(=O)N1CCOCC1 (centres undefined) ?
cardiac RTF act: -3; DSG3 Ab inh: 98; V-ATPase pHluor: -1; Wnt act: -1; MOR-DOR ag: -1.7; Keap1-Nrf2 PPI: -2; OPRM1-OPRD1 inv: 9; RTF Ca sens inh: 1; Arr AP2 block: 4; LANA DNA inh: -1.1

How did Cc1ccc(C)c(NC(=O)c2cc(-c3ccccc3O)n[nH]2)c1 do in these assays?
cardiac RTF act: 2; DSG3 Ab inh: 114; V-ATPase pHluor: 1; Wnt act: 5; MOR-DOR ag: 1.0; Keap1-Nrf2 PPI: -2; OPRM1-OPRD1 inv: -5; RTF Ca sens inh: -1; Arr AP2 block: -1; LANA DNA inh: -1.2

Results for COc1ccc(NC(=O)NNC(=O)c2ccc(-c3ccccc3)cc2)c(OC)c1 ?
cardiac RTF act: 0; DSG3 Ab inh: 118; V-ATPase pHluor: 1; Wnt act: 2; MOR-DOR ag: -0.4; Keap1-Nrf2 PPI: -6; OPRM1-OPRD1 inv: 2; RTF Ca sens inh: 2; Arr AP2 block: -11; LANA DNA inh: -1.3

Results for O=C(Cc1ccc(F)cc1)NC1CCSC1=O (centres undefined) ?
cardiac RTF act: 1; DSG3 Ab inh: 79; V-ATPase pHluor: 1; Wnt act: 0; MOR-DOR ag: -3.8; Keap1-Nrf2 PPI: -5; OPRM1-OPRD1 inv: 19; RTF Ca sens inh: -12; Arr AP2 block: -8; LANA DNA inh: 1.0

Results for CCN(CC)c1ccc(C2C(C(C)=O)C(=O)CC(C)(O)C2C(C)=O)cc1 (centres undefined) ?
cardiac RTF act: 6; DSG3 Ab inh: 103; V-ATPase pHluor: 0; MOR-DOR ag: 2.8; Keap1-Nrf2 PPI: 4; OPRM1-OPRD1 inv: -17; RTF Ca sens inh: -15; Arr AP2 block: 10; LANA DNA inh: -2.3

What do the screens show for `CCc1ccc(CN(C)C(=O)CC2C(=O)NCCN2Cc2ccoc2)cc1` (centres undefined)?
cardiac RTF act: -2; DSG3 Ab inh: 101; V-ATPase pHluor: -4; Wnt act: 5; MOR-DOR ag: -1.7; Keap1-Nrf2 PPI: -2; OPRM1-OPRD1 inv: 8; RTF Ca sens inh: -5; Arr AP2 block: 9; LANA DNA inh: -0.9

What do the screens show for `Cc1ccccc1OCCNC(=O)c1ccco1`?
cardiac RTF act: 0; DSG3 Ab inh: 95; V-ATPase pHluor: 5; Wnt act: -2; MOR-DOR ag: -1.1; Keap1-Nrf2 PPI: -3; OPRM1-OPRD1 inv: 7; RTF Ca sens inh: -7; Arr AP2 block: 0; LANA DNA inh: 0.4

How did COc1ccc(C2/C=C\CN(C(=O)c3ccccc3)CC(=O)N2Cc2cccc(F)c2)cc1 (centres undefined) do in these assays?
cardiac RTF act: -1; DSG3 Ab inh: 102; V-ATPase pHluor: -1; Wnt act: -5; MOR-DOR ag: -3.5; Keap1-Nrf2 PPI: -3; OPRM1-OPRD1 inv: 17; RTF Ca sens inh: -1; Arr AP2 block: 1; LANA DNA inh: -1.4

How did COc1cc(/C=N/n2c(-c3n[nH]c4c3CCC4)n[nH]c2=S)cc(OC)c1O do in these assays?
cardiac RTF act: 2; DSG3 Ab inh: 103; V-ATPase pHluor: -44; Wnt act: 1; MOR-DOR ag: -0.7; Keap1-Nrf2 PPI: -2; OPRM1-OPRD1 inv: 4; RTF Ca sens inh: -8; Arr AP2 block: 5; LANA DNA inh: 0.6

Results for CN(C)S(=O)(=O)c1cc(NC(=O)COC(=O)c2nc(Cl)ccc2Cl)ccc1Cl ?
cardiac RTF act: -3; V-ATPase pHluor: 3; Wnt act: -1; MOR-DOR ag: -3.3; Keap1-Nrf2 PPI: -1; OPRM1-OPRD1 inv: 16; RTF Ca sens inh: 1; Arr AP2 block: 1; LANA DNA inh: 1.7

What do the screens show for `Cc1nc2ncccn2c1-c1csc(Nc2ccc(N(C)C)cc2)n1`?
cardiac RTF act: 6; DSG3 Ab inh: 97; V-ATPase pHluor: -2; Wnt act: -1; MOR-DOR ag: 16; Keap1-Nrf2 PPI: -3; OPRM1-OPRD1 inv: -78; RTF Ca sens inh: -14; Arr AP2 block: 8; LANA DNA inh: -0.6

Results for Cc1cccc(-n2nc3c(c2NC(=O)CCCl)CSC3)c1 ?
cardiac RTF act: -2; DSG3 Ab inh: 96; V-ATPase pHluor: -3; Wnt act: 1; MOR-DOR ag: -2.4; Keap1-Nrf2 PPI: 1; OPRM1-OPRD1 inv: 12; RTF Ca sens inh: -3; Arr AP2 block: 36; LANA DNA inh: -1.9

What do the screens show for `COc1ccc(-c2c[n+]3c4n2CCCCC4=C(c2ccccc2)C3)cc1`?
cardiac RTF act: 0; DSG3 Ab inh: 99; V-ATPase pHluor: -1; MOR-DOR ag: -0.1; Keap1-Nrf2 PPI: 2; OPRM1-OPRD1 inv: 1; RTF Ca sens inh: -6; Arr AP2 block: -4; LANA DNA inh: 0.7

Results for O=C(CSCc1cccc(Cl)c1)NCc1ccc2c(c1)OCO2 ?
cardiac RTF act: -1; DSG3 Ab inh: 99; V-ATPase pHluor: -6; MOR-DOR ag: 2.4; Keap1-Nrf2 PPI: 2; OPRM1-OPRD1 inv: -13; RTF Ca sens inh: -17; Arr AP2 block: -9; LANA DNA inh: 0.1

Results for COc1cccc2c1cc1c(=O)n(CC(=O)NCCCN3CCCCC3)nc(C)n12 ?
cardiac RTF act: 11; DSG3 Ab inh: 102; V-ATPase pHluor: 1; MOR-DOR ag: -2.3; Keap1-Nrf2 PPI: -2; OPRM1-OPRD1 inv: 13; RTF Ca sens inh: 7; Arr AP2 block: 4; LANA DNA inh: -0.3

Results for CCOCCCNS(=O)(=O)c1ccc2c(c1)OCCO2 ?
cardiac RTF act: 7; DSG3 Ab inh: 93; V-ATPase pHluor: 16; MOR-DOR ag: 1.6; Keap1-Nrf2 PPI: 0; OPRM1-OPRD1 inv: -9; RTF Ca sens inh: -11; Arr AP2 block: 16; LANA DNA inh: -12

Results for COc1ccc2cc(/C=C/C(=O)N3CCN(CC(=O)N4CCCCCC4)CC3)ccc2c1 ?
cardiac RTF act: 0; DSG3 Ab inh: 108; V-ATPase pHluor: -2; MOR-DOR ag: -0.8; Keap1-Nrf2 PPI: 4; OPRM1-OPRD1 inv: 5; RTF Ca sens inh: 10; Arr AP2 block: 7; LANA DNA inh: -0.5

Results for N#Cc1cnc(SCC(=O)NNC(=O)COc2cccc3ccccc23)nc1N ?
cardiac RTF act: -1; DSG3 Ab inh: 104; V-ATPase pHluor: 0; Wnt act: 2; MOR-DOR ag: 0.7; Keap1-Nrf2 PPI: -7; OPRM1-OPRD1 inv: -4; RTF Ca sens inh: 5; Arr AP2 block: -4; LANA DNA inh: 2.3

What do the screens show for `CC(C)(C)c1ccc(C(=O)Nc2ccc(S(N)(=O)=O)cc2)cc1`?
cardiac RTF act: -5; DSG3 Ab inh: 98; V-ATPase pHluor: -2; Wnt act: 0; MOR-DOR ag: -3.8; Keap1-Nrf2 PPI: -2; OPRM1-OPRD1 inv: 18; RTF Ca sens inh: 5; Arr AP2 block: 33; LANA DNA inh: 2.6

What do the screens show for `CN1C(=O)C(C)(C)c2cc(S(=O)(=O)N3CCCCCC3)ccc21`?
cardiac RTF act: 5; DSG3 Ab inh: 101; V-ATPase pHluor: 0; Wnt act: 0; MOR-DOR ag: -0.5; Keap1-Nrf2 PPI: -1; OPRM1-OPRD1 inv: 3; RTF Ca sens inh: 2; Arr AP2 block: -5; LANA DNA inh: 1.0

What do the screens show for `Cn1c(=O)c2[nH]c(NCCCN3CCOCC3)nc2n(C)c1=O`?
cardiac RTF act: -4; V-ATPase pHluor: -2; MOR-DOR ag: -2.9; Keap1-Nrf2 PPI: 4; OPRM1-OPRD1 inv: 12; RTF Ca sens inh: -2; Arr AP2 block: -10; LANA DNA inh: 2.0

What do the screens show for `CCOC(=O)CNC(=S)n1cnc(N)n1`?
cardiac RTF act: 9; DSG3 Ab inh: 109; V-ATPase pHluor: 0; Wnt act: -1; MOR-DOR ag: -0.6; Keap1-Nrf2 PPI: -8; OPRM1-OPRD1 inv: 3; RTF Ca sens inh: -1; Arr AP2 block: 5; LANA DNA inh: 0.5

Results for Cc1ccc(CSCc2ccc(C(=O)NCCC(C)C)o2)cc1 ?
cardiac RTF act: 4; DSG3 Ab inh: 100; V-ATPase pHluor: 1; Wnt act: -2; MOR-DOR ag: 3.3; Keap1-Nrf2 PPI: -5; OPRM1-OPRD1 inv: -15; RTF Ca sens inh: -10; Arr AP2 block: 11; LANA DNA inh: -0.7

Results for CCN(CC)C(=O)N1CCN(Cc2ccc3c(c2)OCO3)CC1 ?
cardiac RTF act: 3; DSG3 Ab inh: 85; V-ATPase pHluor: 1; Wnt act: 3; MOR-DOR ag: 1.1; Keap1-Nrf2 PPI: -4; OPRM1-OPRD1 inv: -7; RTF Ca sens inh: 0; Arr AP2 block: 2; LANA DNA inh: -0.2

How did COc1ccc(NC(=S)NC(NC(=O)c2ccc(Cl)cc2Cl)C(Cl)(Cl)Cl)c([N+](=O)[O-])c1 (centres undefined) do in these assays?
cardiac RTF act: 4; DSG3 Ab inh: 103; V-ATPase pHluor: 1; Wnt act: 0; MOR-DOR ag: 4.9; Keap1-Nrf2 PPI: 4; OPRM1-OPRD1 inv: -29; RTF Ca sens inh: -3; Arr AP2 block: 26; LANA DNA inh: 0.7

How did CCC(C)NC(=O)C1c2ccccc2Oc2ccccc21 (centres undefined) do in these assays?
cardiac RTF act: 2; V-ATPase pHluor: 6; Wnt act: 6; MOR-DOR ag: -3.3; Keap1-Nrf2 PPI: 5; OPRM1-OPRD1 inv: 16; RTF Ca sens inh: -2; Arr AP2 block: -8; LANA DNA inh: -0.3

What do the screens show for `CCN(C[C@H]1N[C@@](C)(C(=O)OC)[C@H]2C(=O)N(Cc3ccccc3)C(=O)[C@@H]12)C(=O)Nc1ccc(F)cc1`?
cardiac RTF act: 3; DSG3 Ab inh: 98; V-ATPase pHluor: -3; Wnt act: -3; MOR-DOR ag: -2.0; Keap1-Nrf2 PPI: 3; OPRM1-OPRD1 inv: 10; RTF Ca sens inh: -4; Arr AP2 block: 3; LANA DNA inh: -0.3

What do the screens show for `O=C(NCc1ccc2c(c1)OCO2)c1cc2c(s1)CS(=O)(=O)C2`?
cardiac RTF act: 3; DSG3 Ab inh: 90; V-ATPase pHluor: 9; Wnt act: -1; MOR-DOR ag: -0.4; Keap1-Nrf2 PPI: -3; OPRM1-OPRD1 inv: 2; RTF Ca sens inh: -5; Arr AP2 block: -1; LANA DNA inh: -1.8

Results for CCC1=C2CC[C@H]3C(=O)N(CC)C(=O)[C@H]3[C@H]2[C@@]2(Cc3ccccc3)C(=NCCOC)OC(=O)N2C1=O ?
cardiac RTF act: 3; DSG3 Ab inh: 99; V-ATPase pHluor: -4; Wnt act: -7; MOR-DOR ag: -4.5; Keap1-Nrf2 PPI: -8; OPRM1-OPRD1 inv: 24; RTF Ca sens inh: -23; Arr AP2 block: 15; LANA DNA inh: -1.2
